Screening results: PubChem BioAssay, National Center for Advancing Translational Sciences (NCATS)
AMA1 RON2 block: AMA1-RON2 (P. falciparum) interaction inhibition | AlphaScreen AMA1-biotinylated RON2 peptide binding | Potency, µM (doses to about 58.2 µM), inactives show at the highest dose activity change, negative = inhibition, usual class: inhibitors | actives 0.2% (n = 360,000);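 note: potency is the fitted concentration of half-maximal effect; 0% = vehicle wells and -100% = peptide control; nearly all actives have a fitted effect of over 45% in size; some results filed as inactive show a strong effect at the top dose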
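AMA1 (3D7) with his tag at 25 nM final met compounds first, then biotinylated RON2 peptide at 25 nM; detection used donor plus acceptor beads, 10 µg/mL apiece, read by AlphaScreen after 30 min at room temperature.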
AmpC inh detg: AmpC beta-lactamase inhibition with detergent present; Potency, µM (highest dose often 114 µM), inactives show top-dose activity change, negative = inhibition, actives largely listed as inhibitors; AmpC hydrolysis of nitrocefin, absorbance 480 nm, 0.01% Triton; actives 0.041% (n = 370,000); AID 485294;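 note: potency is the fitted concentration of half-maximal effect; 0% = no-compound wells and -100% = no-enzyme wells; nearly all actives have a fitted effect of over 25% in size; some results filed as inactive show a strong effect at the top dose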
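20 mM phosphate pH 7.0 + 0.01% (detergent screen) or 0.0001% Triton X-100; 5.3 nM AmpC reagent; cpd preinc 15 min RT; nitrocefin (800 uM stock) to start; A480 q20 s × 4 min; Activity was normalised to no-enzyme and no-compound control wells.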
Tb PYK inh: blocks Trypanosoma brucei pyruvate kinase; Q57TT1; TbPYK enzyme, Kinase-Glo Plus ATP luminescence, 45 min; Potency, µM (highest dose often 76.8 µM), inactives show at the highest dose activity, negative = inhibition, actives largely listed as inhibitors; actives 0.12% (n = 410,000); AID 624173; note: potency is the fitted concentration of half-maximal effect; nearly all actives have a fitted effect of over 50% in size
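Readout: single end-point luminescence (Kinase-Glo Plus, 10 min). Reaction conditions were TbPYK/substrate plus 130 uM ADP, 45 min at RT, pH 7.2 TEA buffer. No-enzyme wells served as controls, and data were normalized before concentration-response fitting.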
AmpC no deterg: inhibitors of E. coli AmpC beta-lactamase without detergent; P00811; AmpC nitrocefin hydrolysis, absorbance 480 nm, 0.0001% Triton; Potency, µM (doses to about 57.1 µM), inactives show at the top dose activity change, negative = inhibition, hits mostly inhibitors; actives 0.52% (n = 330,000); AID 485341;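 note: potency is the fitted concentration of half-maximal effect; plate controls were no compound for no effect and no enzyme for full effect; nearly all actives have a fitted effect of over 20% in size; some results filed as inactive show a strong effect at the top dose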
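AmpC (5.3 nM in the dispensed reagent) in 20 mM phosphate pH 7.0 with 0.01% (detergent screen) or 0.0001% Triton X-100 was preincubated with compounds for 15 min at room temperature. Nitrocefin was then added from an 800 uM solution, and hydrolysis was followed at 480 nm.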
HCV inh: blocks hepatitis C virus; Huh7.5.1 HCVcc-Cre infection, luciferase reporter, 44 h; Potency, µM (top dose mostly 41.8 µM), inactives show at the top dose activity change, negative = inhibition, usual class: inhibitors; actives 3.4% (n = 340,000); note: potency is the fitted concentration of half-maximal effect
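A cell-based infection assay in which seeded cells (1,000 per well) receive test compound after 4 h, are inoculated with HCVcc-Cre at approximately 0.5 moi, and are incubated 44 h before luminescence detection.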
LmPK inh: blocks Leishmania mexicana pyruvate kinase activity; Q27686; purified LmPK, Kinase-Glo ATP luminescence, 1 h; Potency, µM (top dose mostly 57.5 µM), for inactives: at the top dose activity change, negative = inhibition, most hits filed as inhibitors; actives 0.37% (n = 290,000); note: potency is the fitted concentration of half-maximal effect
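Purified LmPK (0.1 nM) with 0.5 mM PEP and 0.1 mM ADP in imidazole buffer pH 7.2 with MgCl2/KCl, 1 h at room temperature. ATP formed was read by luciferase luminescence and normalized to no-enzyme and uninhibited controls.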
HCMV inh: human cytomegalovirus inhibition; activity change, negative = inhibition, % at 57.5 µM; actives 4.5% (n = 410,000); HFF cells, HCMV-luciferase reporter, 72 h; hits give low values; in the data active = activity change below about -60%; inconclusive = no clear call, values can overlap the other calls; inactive = above about -39%
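Cell-based, HFFs, 1000 cells/well, 16 h 37C; cpds in DMSO + HCMV-luc, MOI 1 PFU/cell; 72 h 37C; OneGlo luminescence after 5 min RT; norm. to buffer vs Salinomycin 10uM.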
* marks the source's active call; other numbers are inactive results; ? = inconclusive; . = not tested or not shown; & = joins results of further samples; [ ] = remark or other dose. Unless noted, calls come from the whole dose curve; as a rule, active = well fitted curve in the direction sought with a large enough effect; inconclusive = small, poorly fitted or top-dose-only effect, or another doubt; inactive = no such curve, though single readings can be large; an effect the other way counts as inactive or inconclusive. Unless noted, % is set by controls: 0 for no effect and ±100 for the full control effect.

cpd | mol | AMA1 RON2 block | AmpC inh detg | Tb PYK inh | AmpC no deterg | HCV inh | LmPK inh | HCMV inh
1 | Cn1cc(-c2cc3n(n2)CCC(=O)N3CC(=O)NCc2ccccc2)c2ccccc21 | . | -5% | -1% | . | . | . | 27
2 | O=C(NNC(=O)c1ccccc1-n1cccc1)c1ccccc1 | 19% | -1% | 3% | -10% | 10% | 0% | -11
3 | CCCC(=O)Nc1ccc2oc(-c3ccc(OC)c(Br)c3)nc2c1 | 6% | -10% | 0% | 13% | ? | 4% | -11
4 | CCCCNC(=O)c1onc(CS(=O)(=O)c2ccccn2)c1C(=O)NCCCC | 1% | ? | 8% | 6% | 0% | . | 1
5 | COc1ccc(NC2=C(Cl)C(=O)N(CCc3ccccc3)C2=O)cc1 | -4% | 0% | -20% | -9% | 11% | 2% | -28
6 | Cc1ccc2nc3c(cc(C(=O)NCCN4CCOCC4)c(=N)n3CCCN3CCOCC3)c(=O)n2c1 | 2% | 0% | -3% | 19% | 10% | -9% | .
7 | CCOC(=O)c1cccc(NC(=O)c2ccc3nc(Cc4ccccc4)oc3c2)c1 | . | -7% | -11% | . | . | . | -39
8 | CCSc1ncc(/C=N/Nc2ccc(F)cc2)n1C | -14% | ? | -5% | -18% | ? | 4% | 107
9 | COc1ccc(Cl)cc1NC(=O)c1[nH]c(C)c(C(C)=O)c1C | -8% | -9% | -5% | -12% | 1% | 6% | 76
10 | COc1cc(NC(=O)CCCN2C(=O)CCn3nc(-c4cn(C)c5ccccc45)cc32)cc(OC)c1 | . | -4% | -3% | . | . | . | 15
11 | N#CCOC(=O)C1CCN(S(=O)(=O)c2ccc3c(c2)OCCO3)CC1 | 15% | 0% | -3% | -5% | 1% | . | -9
12 | CN(C)S(=O)(=O)c1cccc(C(=O)OCC(=O)N2c3ccccc3NC(=O)C2(C)C)c1 | 10% | -15% | -3% | -3% | -27% | 12% | 38
13 | O=C(O)COc1ccccc1C1C2C(=O)N(c3ccc(F)cc3)C(=O)C2ON1c1ccccc1 (stereo not drawn) | 7% | ? | 0% | -19% | -1% | 6% | 16
14 | N#Cc1ccc(C(=O)Nc2cccc(NC(=O)c3ccco3)c2)c(F)c1 | -2% | 2% | -2% | -23% | ? | -1% | -74*
15 | CCS(=O)(=O)N1CCC(C(=O)Nc2cc(C)ccc2O)CC1 | -11% | -5% | -11% | -21% | 10% | 2% | 43
16 | Oc1ccccc1Oc1ncc(Br)c(N2CCOCC2)n1 | 3% | -5% | 1% | -17% | -23% | 0% | 39
17 | CNC(=S)N(Cc1ccc(OC)cc1)C1CC(=O)N(c2ccc(Cl)cc2)C1=O (stereo not drawn) | ? | ? | -12% | 10% | -17% | 3% | -30
18 | COc1ccc2c(c1OC)C(=O)N1N=C(c3ccccc3)CC21 (stereo not drawn) | -7% | 1% | -4% | -13% | ? | -5% | ?
19 | CCc1nc(NCC2CCCN2CC)c2nnn(Cc3ccccc3F)c2n1 (stereo not drawn) | -2% | -8% | -4% | 42% | ? | 5% | -13
20 | Cc1ccc(CNC(=O)c2ccc(Cn3cc(-c4ccc(C)cc4)nc3-c3ccncc3)cc2)cc1 | -11% | ? | -2% | 55% | ? | -2% | 194
21 | CC(=O)c1sc(-c2cccc(Cl)c2)nc1C | -3% | -5% | 2% | 0% | -6% | -6% | -32
22 | COc1ccccc1C(=O)Nc1ccc2c(c1)CC1(C(=O)N(C)C(=O)N(C)C1=O)C1CCCN21 (stereo not drawn) | 5% | -2% | -29% | 140%[activator] | 2% | -10% | -18
23 | COc1cc(S(=O)(=O)NC2CCCCC2)c(C)cc1C | -7% | -9% | 6% | -10%[2.29 µM] | 5% | 0% | -10
24 | Cc1cccc(OCC(=O)NN2C(=O)C3C4C=CC(O4)C3C2=O)c1 (stereo not drawn) | -4% | 4% | 0% | -11% | 4% | 4% | -26
25 | CCc1nnc(NC(=O)CSc2nnc(-c3ccccc3OC)n2-c2ccccc2)s1 | -6% | ? | 2% | -11% | 13% | 4% | 81
26 | COc1ccc(-c2sc(Nc3ccccc3)n[n+]2-c2ccc(F)cc2)cc1Br | -8% | ? | -16% | -24% | -9% | 1% | 7
27 | CCOc1ccc(NC(=O)c2sc(-n3nc(C)c(CCC(C)C)c3C)nc2C)cc1 | . | 14% | 6% | . | . | . | 14
28 | CCN(CC)S(=O)(=O)c1cccc(C(=O)NCc2ccccc2)c1 | 22% | 1% | 1% | -24% | -1% | -12% | -21
29 | NCCCNc1nc(N)c([N+](=O)[O-])c(NC2CCCCC2)n1 | 3% | -8% | 1% | 11% | 13µM* | 3% | -97*
30 | O=C(CSCCO)Nc1cccc2ccccc12 | 16% | -3% | 3% | -16% | 21% | 4% | 25
31 | CC(C)OC(=O)CC(=O)CSc1nc2c(cc1C#N)CCCC2 | 0% | -6% | 1% | . | 0% | -5% | 13
32 | O=C(NCc1ccco1)c1cc(C(=O)C2CC2)c[nH]1 | -2% | -10% | -2% | -19% | 8% | -3% | 87
33 | COc1cc(C)c(/C=C/C(C)=C/C=C/C(C)=C/C(=O)O)c(C)c1C | -18% | . | 3%&0% | . | 7% | . | -4
34 | CC(=O)N1CCc2cc(S(=O)(=O)C(C)CC(=O)NCc3ccc(C)o3)ccc21 (stereo not drawn) | 0% | 4% | -1% | 0% | 7% | 3% | 4
35 | COc1ccc(NC(=O)Cn2cc(C(C)=O)c3ccccc32)cc1 | -2% | 2% | 1% | -11% | ? | 4% | -22
36 | C[C@@]12C(=O)N(Cc3ccc(F)cc3)CC(=O)N1[C@H]1c3cc(Cl)ccc3OC[C@@H]1[C@@H]2c1ccccc1 | -15% | . | 0% | -6% | ? | . | 26
37 | O=C(Cc1ccsc1)NCc1ccccc1F | -8% | -9% | 0% | 133%[activator] | 11% | -7% | 9
38 | CC(=O)N(CCP(=O)(c1ccccc1)c1ccccc1)Cc1ccco1 | -9% | -1% | -15% | -1% | 16% | 1% | 10
39 | Cc1ccc(S(=O)(=O)N2CCC(C(=O)NC3CCCCCC3)CC2)cc1 | -1% | -11% | -13% | 0% | -7% | -4% | 6
40 | CC(NC(=O)[C@@H](C)NC(=O)[C@@H]1Cc2ccccc2CN1C(=O)OC(C)(C)C)c1ccccc1 (stereo partly drawn) | -8% | 5% | -8% | 154%[activator] | -8% | 8% | -1

12 structures already listed, sorted by molar mass, low to high.
cpd | mol | AMA1 RON2 block | AmpC inh detg | Tb PYK inh | AmpC no deterg | HCV inh | LmPK inh | HCMV inh
30 | O=C(CSCCO)Nc1cccc2ccccc12 | 16% | -3% | 3% | -16% | 21% | 4% | 25
18 | COc1ccc2c(c1OC)C(=O)N1N=C(c3ccccc3)CC21 (stereo not drawn) | -7% | 1% | -4% | -13% | ? | -5% | ?
15 | CCS(=O)(=O)N1CCC(C(=O)Nc2cc(C)ccc2O)CC1 | -11% | -5% | -11% | -21% | 10% | 2% | 43
31 | CC(C)OC(=O)CC(=O)CSc1nc2c(cc1C#N)CCCC2 | 0% | -6% | 1% | . | 0% | -5% | 13
28 | CCN(CC)S(=O)(=O)c1cccc(C(=O)NCc2ccccc2)c1 | 22% | 1% | 1% | -24% | -1% | -12% | -21
14 | N#Cc1ccc(C(=O)Nc2cccc(NC(=O)c3ccco3)c2)c(F)c1 | -2% | 2% | -2% | -23% | ? | -1% | -74*
16 | Oc1ccccc1Oc1ncc(Br)c(N2CCOCC2)n1 | 3% | -5% | 1% | -17% | -23% | 0% | 39
39 | Cc1ccc(S(=O)(=O)N2CCC(C(=O)NC3CCCCCC3)CC2)cc1 | -1% | -11% | -13% | 0% | -7% | -4% | 6
7 | CCOC(=O)c1cccc(NC(=O)c2ccc3nc(Cc4ccccc4)oc3c2)c1 | . | -7% | -11% | . | . | . | -39
17 | CNC(=S)N(Cc1ccc(OC)cc1)C1CC(=O)N(c2ccc(Cl)cc2)C1=O (stereo not drawn) | ? | ? | -12% | 10% | -17% | 3% | -30
27 | CCOc1ccc(NC(=O)c2sc(-n3nc(C)c(CCC(C)C)c3C)nc2C)cc1 | . | 14% | 6% | . | . | . | 14
13 | O=C(O)COc1ccccc1C1C2C(=O)N(c3ccc(F)cc3)C(=O)C2ON1c1ccccc1 (stereo not drawn) | 7% | ? | 0% | -19% | -1% | 6% | 16

Other compounds.
cpd | mol | AMA1 RON2 block | AmpC inh detg | Tb PYK inh | AmpC no deterg | HCV inh | LmPK inh | HCMV inh
41 | CC(C)c1nnc(SCC(=O)NC2CCCC2)n1C | 1% | -6% | -4% | 1% | 14% | 5% | -24
42 | CCCCN1C(=O)C(=O)NC[C@H]1Cc1cccc2ccccc12 | 3% | . | 9% | . | . | . | -5
43 | COc1ccc(C(=O)NCCNC(=O)c2cc(OCC(F)(F)F)ccc2OCC(F)(F)F)cc1 | 12% | 0% | -7% | . | -4% | 0% | -31
44 | COc1ccccc1CC(=O)N1CCN(c2cccc(Cl)c2)CC1 | -2% | ? | 4% | 23% | ? | -3% | -9
45 | COc1ccc(-c2nc3ccc(Cl)cn3c2Cc2cccc(Cl)c2)cc1OC | -10% | . | -2% | . | . | . | -9
46 | CC1(c2nnnn2-c2ccc3c(c2)OCCO3)CCC(=O)N1C1CC1 (stereo not drawn) | 7% | . | -5% | . | . | . | -7
47 | O=C(O)C(NS(=O)(=O)c1ccc(F)cc1)c1ccccc1 (stereo not drawn) | -10% | -1% | 3% | -24% | -2% | 1% | 27
48 | CC(=O)Nc1cc(C(=O)N2CCOCC2)ccc1S(=O)(=O)c1ccc(C)cc1 | -12% | -1% | -5% | 1% | 13% | 6% | 14
49 | CSC1=NC(C)N2C(SC)=NC(C)N12 (stereo not drawn) | 0% | -1% | 2% | -14% | 25% | 0% | -1
50 | Cc1cc(C(=O)NCc2ccccc2)c2c(C)nn(-c3cccc(Cl)c3C)c2n1 | . | 10% | -8% | . | . | . | 13
51 | O=C(c1ccc2c(=O)n3c(nc2c1)CCC3)N1CCCSC1=Nc1ccccc1 | 10% | ? | -1% | -14% | -1% | . | -26
52 | O=C(c1ccccc1)N1CCCCCC1 | -20% | ? | -2% | 1% | 7% | 0% | 31
53 | Cc1ccc(N=Cc2c(C)[nH]n(-c3nc4ccccc4[nH]3)c2=O)cc1 | 24%[11.6 µM] | 0% | ? | 36% | 4% | 25µM* | 13
